CAL PDZ FP-1 = untagged CAL PDZ binding inhibitors, primary screen, biochemical, fluorescence polarization, HTS; purified CAL PDZ, TMR-peptide fluorescence polarization, 1 h; 300,000 compounds, 0.92% hits; AID 602252, 2012; inhibition, % at 24.9 µM;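 active = mean inhibition of at least 30% with at least half of replicates also reaching 30%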;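 also: 0% = DMSO neutral control and 100% = excess unlabeled competitor peptide PRC23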
PvdQ inh = P. aeruginosa PvdQ acylase inhibitors, primary screen, biochemical, fluorescence, plate reader and imaging, single point | AID 488965, 2010 | purified PvdQ acylase | PvdQ acylase [Pseudomonas aeruginosa LESB58] | 340,000 compounds, 0.063% hits | inhibition, % at 10 µM; in the data active = inhibition above about 30%, passing the limit was not always enough;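 also: 0% = vehicle neutral wells and 100% = reference inhibitor wells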
Rtt109 HAT inh = inhibitors of C. albicans Rtt109/Vps75 HAT, primary screen, biochemical, ThioGlo CoA-SH fluorescence, plate reader; Histone acetyltransferase RTT109 (Candida albicans (strain SC5314 / ATCC MYA-2876)), …; purified Rtt109/Vps75, 4 h; inhibition, % at 34.9 µM; 330,000 compounds, 0.16% hits; AID 540336, 2011;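 active = inhibition of at least 50% in every replicate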
PfHsp90 set2 = growth inhibition of PfHsp90-expressing yeast, primary screen, antimalarial PfHsp90 inhibitor project, S. cerevisiae, BacTiter-Glo luminescence, single point, set 2; BacTiter-Glo ATP, 48 h; yeast lacking PDR1 and PDR3 efflux regulators; inhibition, % at 9.4 µM; 310,000 compounds, 0.32% hits; AID 504621, 2011;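 active = every replicate shows inhibition above about 80%, whatever the replicate mean, limit read from the data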;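 also: 0% = DMSO neutral controls and 100% = 20 µM radicicol positive controls; yeast relying on Plasmodium falciparum Hsp90 in place of its own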
NSD2 inh = NSD2 histone methyltransferase inhibitors, primary screen, biochemical, AlphaScreen, single concentration, set 2. 310,000 compounds, 0.54% hits. Histone-lysine N-methyltransferase NSD2 (Homo sapiens), O96028. NSD2 peptide methylation, 120 min. inhibition, % at 12.5 µM; in the data active = inhibition above about 50%
SR-BI DiI inh = inhibitors of SR-BI mediated HDL lipid uptake, primary screen, ldlA[mSR-BI] cells, fluorescence, single point; Scavenger receptor class B member 1 (Mus musculus), Q61009; ldlA[mSR-BI] CHO cells, DiI-HDL uptake fluorescence, 3 h; inhibition, % at 12.5 µM; 320,000 compounds, 0.96% hits; AID 488896, 2010;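 active = mean replicate inhibition of at least 70% and a set share of replicates each scoring 70 or more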;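 also: 0% = median of neutral control wells and 100% = median of positive control wells; values of inactives mirror those of a sister screen read the other way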
Target sequence (Q61009 whole entry, looked up): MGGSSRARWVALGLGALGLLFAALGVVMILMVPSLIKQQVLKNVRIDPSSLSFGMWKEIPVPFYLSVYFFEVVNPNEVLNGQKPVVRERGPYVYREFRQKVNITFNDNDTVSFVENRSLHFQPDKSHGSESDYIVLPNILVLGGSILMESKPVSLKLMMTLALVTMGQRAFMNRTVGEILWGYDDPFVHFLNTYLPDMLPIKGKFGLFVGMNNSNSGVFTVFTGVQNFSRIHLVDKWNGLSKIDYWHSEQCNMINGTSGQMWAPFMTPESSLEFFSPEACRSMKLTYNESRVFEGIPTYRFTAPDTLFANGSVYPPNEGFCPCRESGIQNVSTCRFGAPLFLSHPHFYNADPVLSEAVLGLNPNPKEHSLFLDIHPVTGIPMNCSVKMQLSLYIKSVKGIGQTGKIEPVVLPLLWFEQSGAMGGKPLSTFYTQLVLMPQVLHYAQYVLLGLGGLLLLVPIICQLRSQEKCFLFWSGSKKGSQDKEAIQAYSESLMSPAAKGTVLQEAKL
CAL PDZ FP-2 = CAL PDZ peptide-binding inhibitors, primary screen, biochemical, fluorescence polarization, Cer-tagged CAL PDZ, HTS; Golgi-associated PDZ and coiled-coil motif-containing protein (Homo sapiens), Q9HD26; purified CAL PDZ, TMR-peptide fluorescence polarization, 1 h; inhibition, % at 20 µM; 330,000 compounds, 0.02% hits; AID 504414, 2011;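 active = highest replicate inhibition of at least 40%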;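 also: plate controls were DMSO neutral control wells for no effect and unlabeled competitor peptide control wells for full effect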
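System: purified tagged CAL PDZ domain construct (CerCALP). Schedule: 1 h incubation at room temperature before polarization reading. Medium: 25 mM sodium phosphate pH 7.4, 150 mM NaCl, TCEP, IgG, Thesit. Read-out: percent inhibition from loss of millipolarization. Measured by: FP readout, S and P plane fluorescence. Probe or stimulus: fluorescent TMR peptide probe.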
dFosB activator = activators of delta FosB homodimer, primary screen, biochemical, fluorescence polarization, TAMRA-CDK5 oligo, single point; purified delta FosB; percent of positive-control signal above neutral wells; activation, % at 25 µM; 340,000 compounds, 0.99% hits;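 active = mean activation above about 17%, with every replicate also reaching it, limit read from the data, passing the limit was not always enough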;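 also: fluorescence polarization rise as delta FosB binds a TAMRA Cdk5 AP-1 oligo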
Target sequence (P13346 whole entry, looked up): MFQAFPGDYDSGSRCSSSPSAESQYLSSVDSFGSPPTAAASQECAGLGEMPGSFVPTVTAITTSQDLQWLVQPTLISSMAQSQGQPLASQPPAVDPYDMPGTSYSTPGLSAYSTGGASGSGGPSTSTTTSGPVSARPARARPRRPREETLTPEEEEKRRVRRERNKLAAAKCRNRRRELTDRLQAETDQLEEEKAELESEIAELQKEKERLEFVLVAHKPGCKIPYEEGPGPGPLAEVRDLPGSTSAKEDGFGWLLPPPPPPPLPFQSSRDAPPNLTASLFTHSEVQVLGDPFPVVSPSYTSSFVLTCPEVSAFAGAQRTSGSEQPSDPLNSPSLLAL
MITF TRPM1 HTS = activators of MITF-driven TRPM1 promoter reporter, primary screen, cell-based, SK-MEL-5, luciferase, single point; activation, % at 12.5 µM; AID 588334, 2011; SK-MEL-5 TRPM1-promoter luciferase, 24 h; % of positive control, neutral wells = 0; 300,000 compounds, 0.75% hits;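 active = mean activation of at least 80% with every replicate also reaching 80%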;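 also: 0% = neutral control wells and 100% = parthenolide positive control wells; values of inactives mirror those of a sister screen read the other way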
SR-BI uptake up = activators of SR-BI mediated DiI-HDL uptake, primary screen, ldlA[mSR-BI] CHO cells, DiI fluorescence; AID 504775, 2011; 320,000 compounds, 0.096% hits; 3 h; 100 = double the neutral-control signal; activation, % at 12.5 µM;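 active = mean replicate activation of at least 60% and every replicate at or above 60%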;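 also: 0% = median plate neutral-control signal and 100% = twice that signal; values of inactives mirror those of a sister screen read the other way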
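material = CHO ldlA[mSR-BI] cells | medium = Ham's F12 with 0.5% BSA, HEPES 25 mM, pH 7.4 | reagent = fluorescent DiI-HDL, 10 µg/mL final | compound dosing = single-point compound dose | incubation = 3 h, 37 °C | measured by = bottom-read fluorescence, 550/595 nm | measure = HDL uptake via cellular fluorescence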
Active calls of the source: *; nt = no result given. This is a subset (hit frequency here may not be typical).

SMILES	CAL PDZ FP-1	PvdQ inh	Rtt109 HAT inh	PfHsp90 set2	NSD2 inh	SR-BI DiI inh	CAL PDZ FP-2	dFosB activator	MITF TRPM1 HTS	SR-BI uptake up
CC(C)[C@H]1C(=O)O[C@H](C(C)C)C(=O)N(C)[C@@H](C(C)C)C(=O)O[C@H](C(C)C)C(=O)N(C)[C@@H](C(C)C)C(=O)O[C@H](C(C)C)C(=O)N1C	-2	-2	18	-2	nt	6	0.9	-14	-76	-6
CC12CCC3C(CC=C4CC(O)CCC43C)C1C/C(=C\c1ccccc1F)C2=O (centres undefined)	-2	-9	1	2	2	-29	-0.4	-15	13	29
CC1CNCCN1c1ccc(Cl)cc1 (centres undefined)	-2	-16	3	15	6	0	-0.6	-1	17	0
Cc1ccccc1CN1CCCN(Cc2ccc(Cl)cc2)S1(=O)=O	-2	7	-8	3	-3	18	-0.7	-3	2	-18
CCN1CCN(Cc2cc(OC)c3c(c2)OCO3)CC1	-2	-13	3	-14	1	1	-0.4	-1	nt	-1
CCCCn1c(=O)c(C(=O)Nc2ccccc2F)c(O)c2ccccc21	-3	9	7	7	-1	29	-2.4	-2	11	-29
Oc1ccc(CC2(N3CCCC3)CCCCC2)cc1	-5	-1	-1	5	0	-9	-0.4	1	nt	9
CN1Cc2cnnn2-c2ccccc2C1c1ccccc1 (centres undefined)	-4	-15	0	18	nt	14	-1.0	2	3	-14
COc1ccc2[nH]c(C)c(CCN3CCC(=O)C(C)C3C)c2c1 (centres undefined)	-3	-13	7	16	nt	-19	0.7	3	1	19
CC(=NCc1ccc(F)cc1)c1c(O)n(C)c(=O)n(C)c1=O	-3	-9	-7	nt	-2	12	-0.9	-11	2	-12
O=C(Cc1ccccc1)Oc1ccc(N2C(=O)C3CCCCC3C2=O)cc1 (centres undefined)	-2	-10	-10	nt	nt	-32	0.1	-1	nt	32
CN(C)C(=O)Oc1ccc(-c2nnco2)cc1	-3	-20	-1	5	nt	-14	0.6	5	1	14
CCOC(=O)CC(SP1(=S)OCC2(CCCCO2)C(C2CCCCO2)O1)C(=O)OCC (centres undefined)	0	8	3	48	-4	-6	0.4	-4	-1	6
Cc1ccc(Cn2nc(C)c(C=O)c2Cl)cc1	2	-8	-4	-19	nt	1	-1.1	-12	4	-1
O=C1CN=C(c2cccs2)c2c(sc3c2CCCC3)N1	-3	1	3	nt	3	48	-3.4	-4	nt	-48
COC(=O)C1=C(c2ccc(OC(F)(F)F)cc2)C[C@@H]2CC[C@H]1N2C(=O)NCc1ccc(F)cc1	1	-11	5	-33	nt	10	-0.2	-5	-8	-10
O=C1NC(=O)C(Cc2ccccc2)(Cc2ccccc2)C(=O)N1Cc1ccccc1	-3	7	11	-32	-2	2	-0.8	-2	-5	-2
CC12C(C(=O)O)C1(c1ccccc1)C2C(=O)O (centres undefined)	-2	-14	-1	-4	1	18	0.5	-2	1	-18
COc1cc2c(cc1OC)C13CCN4CC5=CCOC6CC(=O)N2C1C6C5C3C4 (centres undefined) (tested in a mixture with another compound)	1	-12	-6	18	1	-10	0.3	15	0	10
CN1CCN(c2ncnc(Cl)c2N)CC1	nt	-4	-8	2	0	-19	-0.5	5	-4	19
CN1C(=O)/C(=C\c2ccc(Br)s2)C(=O)NC1=S	nt	-16	7	56	3	-4	-0.8	-8	-58	4
COc1ccc(C(=O)N2CCC3(CC2)OCCO3)cc1	-6	7	4	-3	-3	-42	0.5	-1	nt	42
N#CC1=C(N)Oc2c(c(=O)sc3ccccc23)C1c1ccncc1 (centres undefined)	-1	-21	-25	49	0	1	-2.4	-1	-8	-1
Cc1cc(C)c(C)c(C(O)(C(=O)O)c2ccccc2)c1C (centres undefined)	3	0	2	14	1	-15	0.4	1	5	15
O=C(O)C(Br)CBr (centres undefined)	1	-8	-7	-19	nt	-8	-1.3	-2	-7	8
Fc1ccccc1CCNCc1ccccc1	-4	-3	-6	2	-2	-25	0.1	-8	10	25
CN1CC(C(=O)c2ccc(F)cc2)C(c2c(F)cccc2Cl)C1 (centres undefined)	nt	-2	-4	-15	11	-2	0.0	-1	0	2
COC(=O)C1C(C(=O)O)C2(Cl)C(Cl)=C(Cl)C1(Cl)C2(Cl)Cl (centres undefined)	-3	3	-1	-31	-1	-8	0.6	-4	-9	8
COc1ccc(OC)c(N2C(=O)CC(=O)NC2=O)c1	-3	5	-3	7	2	-9	-2.7	-7	-4	9
CCN1C(=O)c2ccccc2Sc2ccc(C(=O)N3CCC4(CC3)OCCO4)cc21	-1	0	-8	nt	nt	-7	nt	-9	-7	7
COC(=O)C(O)(c1ccc(NC(=O)Oc2ccccc2)cc1)C(F)(F)F (centres undefined)	-4	3	5	18	nt	26	-0.5	2	-7	-26
COCCCN1CCN(c2nnc3n2-c2sc(Br)cc2C(c2ccccc2Cl)=NC3)CC1	-4	-2	-1	-4	-2	-16	-0.3	-3	6	16
Cc1ccsc1C(=O)C1CCCN(Cc2cnn(C)c2)C1 (centres undefined)	-12	-12	-6	-1	-1	-19	-1.5	9	-7	19
Cc1[nH]c2ccccc2c1CCNCc1ccco1	nt	-10	-12	13	11	9	0.2	-2	-2	-9
COC(=O)C1=C(c2ccc(OC)c(OC)c2)C[C@@H]2CC[C@H]1N2C(=O)NC1CCCCC1	0	-7	4	nt	nt	-23	0.2	1	-8	23
COC(=O)C1=C(c2cc3ccccc3s2)C[C@@H]2CC[C@H]1N2C(=O)NC(C)C	-2	2	9	-7	nt	-11	-0.8	3	13	11
O=C(O)C1CC2(Cl)C(Cl)=C(Cl)C1(Cl)C2(Cl)Cl (centres undefined)	0	7	nt	11	-3	-3	-2.0	-1	-11	3
O=C(C1CCC(=O)N1Cc1ccccc1Cl)N1CCC2(CC1)OCCO2 (centres undefined)	nt	-7	-4	2	1	-27	-2.9	-4	-2	27
CC(=O)OC1(c2ccccc2)CCN(C)C2CCCCC21 (centres undefined)	1	-10	nt	25	-1	-11	-1.9	-1	5	11
O=C(CCC(=O)N1C[C@H]2C[C@@H](C1)c1cccc(=O)n1C2)NCc1ccccc1C(F)(F)F	-1	-12	2	-16	nt	2	-1.0	-1	3	-2
CC(=O)N[C@@H]1CC[C@@]2(O)[C@H]3Cc4ccc(O)c5c4[C@@]2(CCN3CC2CC2)[C@@H]1O5	0	-10	1	nt	nt	-26	-2.7	-6	3	26
O=C(CNS(=O)(=O)c1cccs1)N1CCC2(CC1)OCCO2	nt	-8	1	-12	nt	4	0.3	-2	24	-4
O=C(C[N+]12CCC(CC1)C(O)C2)c1ccc(Br)cc1 (centres undefined)	0	5	6	0	-2	-5	-0.1	0	5	5
CN1CCCN(C(=O)COc2ccc(F)cc2F)CC1	0	-2	5	22	-4	-6	-1.7	5	0	nt
CCC(=NCc1ccc2c(c1)OCO2)c1c(O)n(C2CCCCC2)c(=O)[nH]c1=O	-5	-6	23	-34	3	-9	-3.4	-6	nt	9
COC(=O)C1=C(c2cccc(OC)c2OC)C[C@@H]2CC[C@H]1N2C(=O)N1CCC(O)CC1	-1	-15	-6	14	nt	-8	-1.2	0	21	8
CCOC(=O)CCCCCNC(=O)c1c(O)[nH]c(=O)[nH]c1=O	-8	10	7	28	nt	-25	0.5	0	-3	25
O=C(COc1ccccc1Cl)N1CCCC(N2CCN(c3ccc(F)cc3)CC2)C1 (centres undefined)	-2	-11	-3	12	12	68	-2.1	-10	-8	-68
Cc1cccc(C(=O)NC(Oc2ccccc2)C(Cl)(Cl)Cl)c1 (centres undefined)	0	9	10	nt	-7	34	-0.5	-8	nt	-34
N/C(=N/[N+](=O)[O-])N1CCN(C(=O)c2ccc(Cl)cc2)CC1	nt	-4	0	7	0	-11	-0.4	11	-4	11

A run of entries of the results above:
SMILES	CAL PDZ FP-1	PvdQ inh	Rtt109 HAT inh	PfHsp90 set2	NSD2 inh	SR-BI DiI inh	CAL PDZ FP-2	dFosB activator	MITF TRPM1 HTS	SR-BI uptake up
O=C(COc1ccccc1Cl)N1CCCC(N2CCN(c3ccc(F)cc3)CC2)C1 (centres undefined)	-2	-11	-3	12	12	68	-2.1	-10	-8	-68
Cc1cccc(C(=O)NC(Oc2ccccc2)C(Cl)(Cl)Cl)c1 (centres undefined)	0	9	10	nt	-7	34	-0.5	-8	nt	-34

Structures shown so far that have sulfur (10):
SMILES	CAL PDZ FP-1	PvdQ inh	Rtt109 HAT inh	PfHsp90 set2	NSD2 inh	SR-BI DiI inh	CAL PDZ FP-2	dFosB activator	MITF TRPM1 HTS	SR-BI uptake up
Cc1ccccc1CN1CCCN(Cc2ccc(Cl)cc2)S1(=O)=O	-2	7	-8	3	-3	18	-0.7	-3	2	-18
CCOC(=O)CC(SP1(=S)OCC2(CCCCO2)C(C2CCCCO2)O1)C(=O)OCC (centres undefined)	0	8	3	48	-4	-6	0.4	-4	-1	6
O=C1CN=C(c2cccs2)c2c(sc3c2CCCC3)N1	-3	1	3	nt	3	48	-3.4	-4	nt	-48
CN1C(=O)/C(=C\c2ccc(Br)s2)C(=O)NC1=S	nt	-16	7	56	3	-4	-0.8	-8	-58	4
N#CC1=C(N)Oc2c(c(=O)sc3ccccc23)C1c1ccncc1 (centres undefined)	-1	-21	-25	49	0	1	-2.4	-1	-8	-1
CCN1C(=O)c2ccccc2Sc2ccc(C(=O)N3CCC4(CC3)OCCO4)cc21	-1	0	-8	nt	nt	-7	nt	-9	-7	7
COCCCN1CCN(c2nnc3n2-c2sc(Br)cc2C(c2ccccc2Cl)=NC3)CC1	-4	-2	-1	-4	-2	-16	-0.3	-3	6	16
Cc1ccsc1C(=O)C1CCCN(Cc2cnn(C)c2)C1 (centres undefined)	-12	-12	-6	-1	-1	-19	-1.5	9	-7	19
COC(=O)C1=C(c2cc3ccccc3s2)C[C@@H]2CC[C@H]1N2C(=O)NC(C)C	-2	2	9	-7	nt	-11	-0.8	3	13	11
O=C(CNS(=O)(=O)c1cccs1)N1CCC2(CC1)OCCO2	nt	-8	1	-12	nt	4	0.3	-2	24	-4

Screens (PubChem)
